# Cav3 T inh: Cav3.2 calcium influx blockers – cell-based, Fluo-4 calcium fluorescence, FDSS, MLSMR library, primary screen; Voltage-dependent T-type calcium channel subunit alpha-1H (Homo sapiens), O95180; Cav3.2-expressing cells; hits give low values; B-score at 10 µM; 100,000 compounds, 4% hits; AID 449739, 2010;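 active = single-dose well whose peak fluorescence ratio is a statistical outlier from its plate by either plate-standardised score or position-corrected B-score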
# Numbers without * were called inactive. The list is partial, so the mix of outcomes need not match the whole.
SMILES,Cav3 T inh
CCN(C(C)=O)c1cccc2ccccc12,1
CCC(c1nnnn1CCOC)N1CCN(Cc2ccccc2OC)CC1 (stereo not given),-0.44
CC1CCc2nc(NCCO)nc(C(F)(F)F)c2C1 (stereo not given),0.038
Cn1c(SCC(=O)N2CCc3ccccc32)nnc1C1CC1,0.36
Cc1ccc(C(=O)N2CCN(c3ccc(Cl)cc3)CC2)cc1,0.014
CC1(C)COC(c2cccn2Cc2ccc(F)cc2Cl)=N1,-0.42
Cc1ccc(C(=O)Nc2ncc(C)s2)o1,0.43
CCCCSc1cnn(-c2ccccc2)c(=O)c1SCCCC,-1.6
[O-]/[N+](=C\c1ccc(F)cc1)c1ccccc1,0.93
CC1=C(C(=O)OCC2CCCO2)C(c2ccccc2)NC(=O)N1 (stereo not given),1
CC1CCN(S(=O)(=O)c2ccc(Cl)cc2Br)CC1,-0.68
CCCn1c(CN2CCN(C)CC2)nc2ccccc21,0.26
O=C(OCc1nnc(-c2ccccc2)o1)c1cc(S(=O)(=O)N2CCOCC2)c(Cl)cc1Cl,2.5
Nn1c(=O)c2ccccc2n2c(SCc3ccccc3)nnc12,1.3
CCSc1nnc(NC(=O)Cc2cccc(OC)c2)s1,-1.5
COC(=O)CN(c1cc(C(F)(F)F)ccc1Cl)S(C)(=O)=O,-0.057
Cc1cc(N2CCN(C(c3ccccc3)c3ccccc3)CC2)n2ncnc2n1,-2.7
COCn1c(COc2ccccc2)nc2ccccc21,-0.59
CCOc1cccc(/C(O)=C2/C(=O)C(=O)N(CCOC)C2c2ccco2)c1 (stereo not given),0.56
CCCCNc1nc(-c2ccccc2)cc(C(F)(F)F)c1C(N)=O,-2
O=C(NCCc1ccc2c(c1)OCCO2)c1cc2ccccc2o1,-3.8*
COc1ccc(-n2c(/C=C(\C)O)nc(=O)c3c(C)cc(C)nc32)cc1,-0.89
Cc1nc2ccccc2nc1N1CCOCC1,0.66
CCCn1nnc(NCc2ccc(OCc3cccs3)c(OC)c2)n1,0.14
CCC(Oc1ccccc1)C(=O)Nc1ccccc1OC (stereo not given),-0.46
N#CC1=C(N)Oc2nc(-c3ccccc3)[nH]c2C1c1cccnc1 (stereo not given),0.92
CCN1CCN(CC(=O)Nc2c(C(=O)OC)[nH]c3cccc(Cl)c23)CC1,0.65
COCCNC(=O)C(c1cccs1)N(Cc1ccccc1)C(=O)Cn1nnc2ccccc21 (stereo not given),0.55
CCCOc1ccc(C(=O)NC(=S)Nc2nc3ccc(C)cc3s2)cc1,1.2
COc1ccc(C2CC(C(F)(F)F)n3nc(CO)c(Cl)c3N2)cc1OC (stereo not given),-0.41

# Part of the list above in order of molar mass, smallest number first:
SMILES,Cav3 T inh
COCn1c(COc2ccccc2)nc2ccccc21,-0.59
O=C(NCCc1ccc2c(c1)OCCO2)c1cc2ccccc2o1,-3.8*
COCCNC(=O)C(c1cccs1)N(Cc1ccccc1)C(=O)Cn1nnc2ccccc21 (stereo not given),0.55

# Continuation.
SMILES,Cav3 T inh
Cc1ccc(C(=O)CN2CCC(NC(=O)C3CCCCC3)CC2)cc1,0.38
CC(=O)Nc1ccc(S(=O)(=O)NC2=NCN(CCOC(=O)c3ccccc3)CN2)cc1,0.25
Cc1c(Br)ccc(NC(=O)CCN2C(=O)C3C4CCC(C4)C3C2=O)c1C (stereo not given),0.8
Nc1ncnc(Nc2cccc(C(F)(F)F)c2)n1,0.23
O=C(NC1CC1)c1ccc(COc2ccc(F)cc2)o1,0.55
CC(C)Sc1nnc(Cn2c(=O)sc3ccccc32)n1-c1ccccc1,0.37
Cc1cc(C(=O)OCC(=O)NCc2ccco2)c(C)n1-c1ccccc1,-4.5*
Cc1cccc(NC2=CC(=O)OC(C)C2)c1 (stereo not given),0.059
COC(=O)[C@@]1(Cc2ccc(F)cc2)[C@@H]2[C@@H](CC(=O)[C@H]2CC(=O)C(=O)N(C)C)CN1C(=O)c1ccccc1,-0.02
CN(C)S(=O)(=O)N1CCN(S(=O)(=O)N(C)C)CC1,-0.18
O=C(NCCN1C(=O)C2C3C=CC(C3)C2C1=O)N1CCCCC1 (stereo not given),-1
CCOc1ccc(S(=O)(=O)Nc2cccc(OC)c2)cc1,-3.4
COc1ccc(OC)c(C(O)c2coc3ccc(O)c(CN4CCOCC4)c23)c1 (stereo not given),1.6
CCC(CC)C(=O)Nc1cc(OC)c(OC)cc1C(=O)O,0.2
Cc1nnc(NC(=O)CSc2nnc(CNC(=O)C34CC5CC(CC(C5)C3)C4)n2C2CCCCC2)s1,1.8
COc1cc(NS(C)(=O)=O)c(OC)cc1NC(=O)c1cccc(F)c1,-0.41
Cc1cccc(OCc2nc(-c3nonc3N)no2)c1C,-0.93
CCCCCCCCN1[C@@H](CC(=O)OCC)c2cc(C(F)(F)F)ccc2S1(=O)=O,-4.2*
COc1ccc(NC(=O)CN2CCC(C)CC2)c([N+](=O)[O-])c1,0.48
COc1cccc(CNc2nc3ccccc3n2CCN2CCCCC2)c1OC,-0.41
O=C(Nc1ccc2snnc2c1)N1CCN(c2ccccc2)CC1,-0.38
COc1ccc(NC(=O)Nc2ccccc2C(N)=O)cc1OC,0.32
CC(Sc1nc(-c2ccccc2)cc(C(F)(F)F)n1)C(=O)NCCN1CCOCC1 (stereo not given),0.25
CCOc1ccc(-c2cc(CCCC(=O)Nc3cccc(OC)c3)no2)cc1,-0.62
Cn1c2ccccc2c2c(C(=O)N3CCN(C(=O)c4ccco4)CC3)cn(C3CCCCC3)c(=O)c21,1.5
Cc1cccc(N2CCN(C(=O)c3cc4ccccc4oc3=O)CC2)c1C,-3.5
COc1ccc(CCNC(=O)Cn2c(-c3nonc3N)nc3ccccc32)cc1OC,-0.78
O=C(Nc1cccc2ncccc12)c1ccc(-c2ccc(Br)cc2)o1,1.1
COc1cc(C2=NOC(C(=O)N3CCOCC3)C2)cc(OC)c1OC (stereo not given),0.39
C=C1CC2C(=O)N(Cc3cc(OC)ccc3OC)C(C(=O)OCC)(C(=O)OCC)C1N2C(=O)OC(C)(C)C (stereo not given),-0.45

# Another view of part of the listing above:
molecule	Cav3 T inh
O=C(Nc1cccc2ncccc12)c1ccc(-c2ccc(Br)cc2)o1	1.1
COc1cc(C2=NOC(C(=O)N3CCOCC3)C2)cc(OC)c1OC (stereo not given)	0.39
C=C1CC2C(=O)N(Cc3cc(OC)ccc3OC)C(C(=O)OCC)(C(=O)OCC)C1N2C(=O)OC(C)(C)C (stereo not given)	-0.45

# Structures shown so far that contain a thiophene ring, fused or not (2):
SMILES,Cav3 T inh
CCCn1nnc(NCc2ccc(OCc3cccs3)c(OC)c2)n1,0.14
COCCNC(=O)C(c1cccs1)N(Cc1ccccc1)C(=O)Cn1nnc2ccccc21 (stereo not given),0.55

# Additional structures.
SMILES,Cav3 T inh
O=C(c1ccc(F)cc1)C1CCN(C(=O)c2ccncc2)CC1,0.018
Cc1ccc(-c2csc3nc(=O)c(C)nn23)cc1,0.02
Nc1c(C(=O)NCc2ccccc2)nnn1Cc1ccc(F)cc1,-0.44
c1ccc(-c2nc(-c3ccccn3)no2)cc1,0.58
Cc1cc(C)nc(NC2=NC3CCCCC3N2)n1 (stereo not given),0.24
CCN(C1CCCCC1)S(=O)(=O)c1ccc(OC)c(C)c1,-6.3*
O=C(Nc1ccccn1)C1CCN(S(=O)(=O)c2cccc3nonc23)CC1,-0.33
CCOC(=O)N1CCN(C(c2cccnc2)c2ccc3cccnc3c2O)CC1 (stereo not given),1.4
CCCc1nc2oc3c(OCC)ncnc3c2c2c1COC(C)(C)C2,-0.11
COCCn1c(SCC(=O)Nc2nnc(C)s2)nnc1-c1ccncc1,-0.27
CN1CCc2c(sc3c2c(=O)n(-c2cccc(Cl)c2)c2nncn32)C1,1.8
C=CCOc1c2ccc(C(=O)NC3CCCc4ccccc43)cc2nn1C (stereo not given),0.62
O=C(COc1ccccc1Br)NCc1ccccn1,0.5
Nc1ncnc2c1ncn2CCOc1ccccc1,0.86
Cc1ccc(-c2onc3ccc(C=O)cc23)cc1,1
O=C(CSc1nc(-c2ccco2)cc(C(F)(F)F)n1)NCC1CCCO1 (stereo not given),1.1
O=C(CSc1nnnn1-c1ccc2c(c1)CCC2)NCc1cccs1,-1.7
CC1CCCCN1CCNC(=O)c1cc2c(=O)n(C)c3ccccc3c2n1C (stereo not given),0.56
O=C(C1CC1)N1CCc2cc(S(=O)(=O)NCCC3=CCCCC3)ccc21,-1.6
O=C(Nc1ccccc1)OCc1ccccn1,1.4
C#CCOC(=O)c1ccccc1C(=O)n1nnc2ccccc21,0.63
CC(C)OC(=O)CN1C(=O)C(C)(C)Oc2ccc(C(=O)NC(C)(C)C)cc21,0.27
COc1ccc(-n2[nH]c(C)cc2=O)cc1,0.0007
O=C(NC1CCCCC1)c1cc([N+](=O)[O-])ccc1N1CCCCC1,-1.9
Cc1ccc2c(c1)NC(=O)C(CC(=O)NCCCN1CCN(C3CCCCC3)CC1)O2 (stereo not given),-0.023
O=C(c1cc(-c2cccs2)nc2ccccc12)N1CCN(S(=O)(=O)c2ccccc2)CC1,-4.3*
c1ccc(N2CCN(c3ncnc4scc(-c5cccs5)c34)CC2)cc1,-3.3
CCC(=O)OCc1c(C(F)(F)F)nn(C)c1Sc1ccc(F)cc1,-7.5*
O=C(NCCCN1CCOCC1)c1cc2c(s1)CCCC2,0.46
Cc1cc(C)c2cc(CN(CC3CCCO3)S(=O)(=O)c3ccc4c(c3)OCCO4)c(=O)[nH]c2c1 (stereo not given),-2.9
COc1ccccc1CNCc1cccs1,0.6
COc1ccc2c(=O)c(-c3ccccc3C)c(C)oc2c1,0.07
CC1(C)Cc2c(sc(NC(=O)c3ccc(Br)o3)c2C#N)CO1,-0.42
Cc1c(Br)cc(C(=O)NCc2ccco2)c(C)c1C,-0.89
CCc1ccc(Nc2oc(C)cc(=O)c2C(C)=O)cc1,-0.14
Cc1cc(Nc2cccc(C(F)(F)F)c2)n2nc(C)nc2n1,0.42
Cc1ccc(N2C(=O)c3ccccc3C2Nc2ccc(S(=O)(=O)N3CCCCC3)cc2)nc1 (stereo not given),-1.8
Cn1c(CCN2CCN(c3ccc(F)cc3)CC2)nc2cc(NC(=O)c3ccco3)ccc21,0.89
O=C(Cc1ccccc1)Nc1ccc(N2CCCC2)cc1,0.19
C/C(=N/NC(=O)c1cn(-c2cccc(C)n2)cn1)c1ccc(C)cc1,0.4
S=C1NC2=C(CCCC2)C2(CCCCC2)N1,0.1
O=C(NCCc1csc(-c2ccccc2)n1)c1cccs1,-1.2
CCOC(=O)C1CCCC(NS(=O)(=O)c2ccc(NC(C)=O)cc2)C1 (stereo not given),-0.48
COc1ccc2cnn(-c3ccccc3C)c(=O)c2c1OC,0.49
CCc1cccc(C)c1NC(=O)CN1C(=O)c2ccccc2S1(=O)=O,-0.12
CN1/C(=C/C(=O)c2nc(S(C)(=O)=O)ncc2Cl)C(C)(C)c2ccccc21,1
Cc1cccc(NC(=O)c2nc[nH]c2C(=O)NCC(=O)OC(C)(C)C)c1,-0.12
COCCN(CCOC)S(=O)(=O)c1ccc(C(=O)NCCCN2CCOCC2)cc1,0.18
COc1ccc(C(C)=O)cc1CN(C)C,0.22
CCC(C)[C@@H](CN(N=O)[C@@H](Cc1ccccc1)CN(C)N=O)N(CCc1ccccc1)N=O (stereo not given in full),-2.8
Cc1cccc(C)c1NC(=O)CN(C)CC(=O)Nc1cc(Cl)ccc1C#N,0.87
Cn1c(=O)c2c(nc(CN3CCC(C(N)=O)CC3)n2Cc2c(Cl)cccc2Cl)n(C)c1=O,1.4
CCn1cc(C2=NC(C(C)C)CO2)c2ccccc21 (stereo not given),-0.28
CC(=O)NNC(=O)c1ccncc1,0.51
CSc1nsc(SC)c1C(=O)N1CCN(S(=O)(=O)c2ccc(C)cc2)C1C (stereo not given),0.015
CCOCCc1nnc(NC(=O)c2cccs2)s1,0.78
CCCC(C(=O)NCc1ccc(OC)cc1)N(Cc1ccco1)C(=O)c1snc(C(N)=O)c1N (stereo not given),-1.7
OCCCn1c(C2CCCN2c2nc(-c3ccc(Cl)cc3)cs2)nc2cc(Cl)c(Cl)cc21 (stereo not given),-0.067
Cc1c(Cl)cccc1NC(=O)NC1CCCCC1,0.49
CCOC(=O)c1cc2sccc2n1CC(=O)Nc1ccc2c(c1)OCCO2,-0.055

# Overlap with the part before: seven compounds, then new ones.
SMILES,Cav3 T inh
CC(=O)NNC(=O)c1ccncc1,0.51
CSc1nsc(SC)c1C(=O)N1CCN(S(=O)(=O)c2ccc(C)cc2)C1C (stereo not given),0.015
CCOCCc1nnc(NC(=O)c2cccs2)s1,0.78
CCCC(C(=O)NCc1ccc(OC)cc1)N(Cc1ccco1)C(=O)c1snc(C(N)=O)c1N (stereo not given),-1.7
OCCCn1c(C2CCCN2c2nc(-c3ccc(Cl)cc3)cs2)nc2cc(Cl)c(Cl)cc21 (stereo not given),-0.067
Cc1c(Cl)cccc1NC(=O)NC1CCCCC1,0.49
CCOC(=O)c1cc2sccc2n1CC(=O)Nc1ccc2c(c1)OCCO2,-0.055
COc1ccccc1CNC(=O)CCN1C(=O)COc2ccc(C)cc21,0.043
Cc1ccc(-c2noc(CCC(=O)NC3CCCc4ccccc43)n2)cc1 (stereo not given),-3.6
CC(=O)Nc1ccc(OCC(O)CN2CCN(c3ccc(Cl)cc3)CC2)cc1 (stereo not given),0.52
CC1CCCCN1Cc1nc2c(c(=O)n(C)c(=O)n2C)n1CCc1ccccc1 (stereo not given),-0.55
CC(C)Oc1nnnn1-c1ccccc1,-0.064
Cc1cc(C)cc(Nc2ccc(C(=O)O)cc2N)c1,-0.074
COc1ccc(-c2nnc(SCC(=O)N3CCOCC3)o2)cc1OC,0.36
C/C(N)=C(/C#N)C(=O)COC(=O)c1ccc(C)c(S(=O)(=O)N2CCCCC2)c1,-0.44
Cc1cccc(NC(=O)c2cc(NC(=O)c3ccco3)ccc2N2CCCCC2)c1,0.74
Cc1ccc(C(C(=O)NCc2ccccc2)N(C(=O)c2csnn2)c2cccc3ccccc23)o1 (stereo not given),-7*
C=C(Cl)COc1cc(C)cc2oc(=O)cc(CC)c12,-2
O=C(NCc1ccncc1)C1CCN(S(=O)(=O)Cc2ccccc2)CC1,0.65
C=CCn1c(SCC(=O)Nc2cc(C)on2)nc2sc(CC)cc2c1=O,-0.036
CSC1=NCCN1C(=O)c1ccc(S(=O)(=O)N2CCCCC2)cc1,-2
O=c1[nH]c2c(n(C3CCCCC3)c1=O)CCC2,-0.18
